Source: PubChem BioAssay (NCI)
All columns: NCI-60 one-dose screen, growth in % after 48 h at 10 µM unless noted; 100 = growth as untreated, 0 = no growth, -100 = all killed.
RPMI-8226: RPMI-8226 leukemia cells. actives 7.5% (n = 77,000)
MDA-MB-435: MDA-MB-435 melanoma. AID 1794794. actives 7.8% (n = 82,000)
K-562: K-562 leukemia | actives 7.4% (n = 78,000)
HOP-62: HOP-62 NSCLC; actives 3.9% (n = 80,000)
CCRF-CEM: CCRF-CEM leukemia; AID 1794778; actives 7% (n = 77,000)
MDA-MB-468: MDA-MB-468 breast cancer | AID 2202374 | actives 8.5% (n = 78,000)
SR: SR leukemia cells; actives 8.7% (n = 73,000); AID 1794780
MOLT-4: MOLT-4 leukemia cells. actives 6.9% (n = 80,000)
Starred values were filed as active, the others as inactive; . = not tested or not shown; & = joins results of further samples; ! = not confirmed by another sample. Rule for the calls: active = growth percent below 10; inactive = the rest. The list is partial, so the mix of outcomes need not match the whole.

1: O=S(=O)(F)c1ccc(C[P+](c2ccccc2)(c2ccccc2)c2ccccc2)c(Cl)c1
2: CN1C2CCCC1CC(=O)NC2 (stereo not given)
3: O=[N+]([O-])c1ccc(Cl)c(Cl)c1Cl
4: CC(C)=CCC/C(C)=C/CC/C(C)=C/CSCCCN(CCCN1CCN(C)CC1)P(=O)(OC(C)C)OC(C)C
5: c1ccc([Se]CCCN2CCNCCNCC2)cc1
6: Nc1cc([N+](=O)[O-])cc([N+](=O)[O-])c1

entry no.,1,2,3,4,5,6
RPMI-8226,90,99,98,92,36,101
MDA-MB-435,92,.,98,97,98,97
K-562,81,106,115,.,81,128
HOP-62,99,102,104,90,135,108
CCRF-CEM,77,.,81,97,46,100
MDA-MB-468,.,96,105,108,.,89
SR,88,.,102,86,69,92
MOLT-4,96,99,109,94,98,103

Full records from above:
O=S(=O)(F)c1ccc(C[P+](c2ccccc2)(c2ccccc2)c2ccccc2)c(Cl)c1 is listed with RPMI-8226: 90; MDA-MB-435: 92; K-562: 81; HOP-62: 99; CCRF-CEM: 77; MDA-MB-468: .; SR: 88; MOLT-4: 96
CC(C)=CCC/C(C)=C/CC/C(C)=C/CSCCCN(CCCN1CCN(C)CC1)P(=O)(OC(C)C)OC(C)C is listed with RPMI-8226: 92; MDA-MB-435: 97; K-562: .; HOP-62: 90; CCRF-CEM: 97; MDA-MB-468: 108; SR: 86; MOLT-4: 94

Continued:
7: Cc1cccc(C)c1N=C(N)N[N+](=O)[O-]
8: COc1ccc(/C(C)=N\OC(=O)N(C)C)c(OC)c1
9: Cc1ccc(SC(=O)CCl)cc1
10: Cc1cn(C2CC(N=[N+]=[N-])C(COP(=O)(O)O)O2)c(=O)[nH]c1=O (stereo not given)
11: COC12C(COC(N)=O)C3=C(C(=O)C(C)=C(N)C3=O)N1CC1C2N1C (stereo not given)
12: NC1C(=O)NC(=O)NC1=O

entry no.,7,8,9,10,11,12
RPMI-8226,105,97,93,120,52,104
MDA-MB-435,106,101,109,100,69,96
K-562,94,94,107,98,50,119
HOP-62,109,88,101,.,32,105
CCRF-CEM,102,93,.,104,25,109
MDA-MB-468,97,107,104,.,.,78
SR,.,91,.,93,4.4*,99
MOLT-4,103,87,103,100,7.0*,93

13: COC(=O)C1C(O)C(C)C(O)C(C)/C=C\C=C(C)C(=O)Nc2c(C)c(OC(C)=O)c3c(c2O)C(=O)C(C)=C2OCOC(=C23)C(C)=CC(C)(O)C(O)C(C)C1O (stereo not given)
14: CC(C)OC(=S)SSC(Cl)(Cl)Cl
15: NC1CN2CCC1CC2 (stereo not given)
16: CC(=O)[C@@]1(O)CC[C@H]2[C@@H]3CCC4=C(Cl)C(=O)CC[C@]4(C)[C@H]3CC[C@@]21C
17: CCC1(CCO)C(=O)NC(=S)NC1=O
18: OC(CCl)CNC1CCCCC1 (stereo not given)

entry no.,13,14,15,16,17,18
RPMI-8226,95,99,96,72,.,98
MDA-MB-435,100,109,104,97,115,105
K-562,106,96,88,.,110,121
HOP-62,97,104,101,103,100,107
CCRF-CEM,96,.,93,60,106,.
MDA-MB-468,.,107,108,88,108,100
SR,49,83,.,72,109,103
MOLT-4,52,93,98,76,120,116

19: O=C(CCl)Nc1ccc(Cl)cc1
20: CCOC(=O)C1=C(N)Oc2c(c(=O)oc3ccccc23)C1c1cc(=O)oc2ccc(OC)cc12 (stereo not given)
21: COc1ccc(CN)cc1OC
22: CCCCNC(c1ccc(Cl)cc1)C(O)c1ccc(Cl)cc1 (stereo not given)
23: O=C(Cc1cccc([N+](=O)[O-])c1)Nc1ccc(S(=O)(=O)F)cc1
24: NC(CSCc1ccc(N(CCCl)CCCl)cc1)C(=O)O (stereo not given)

entry no.,19,20,21,22,23,24
RPMI-8226,60,107,105&112,-15*,85,97
MDA-MB-435,49,106,109,21,100,98
K-562,19,97,131,0.9*,103,99
HOP-62,75,95,101&107,41,89,108
CCRF-CEM,26,105,98&116,30,92,.
MDA-MB-468,19,94,114,-15*,85,93
SR,30,99,104,-34*,81,55
MOLT-4,33,96,95&112,9.5*,89,75

25: COP(=O)(OC)OC=C(Cl)Cl
26: COC(=O)C1OC(Oc2ccc(N(CCCl)CCCl)cc2)C(OC(C)=O)C(OC(C)=O)C1OC(C)=O (stereo not given)
27: Cc1ccccc1N1CCN(CCO)CC1
28: O=C(O)COc1ccccc1
29: CN1CCCCC1c1cccnc1 (stereo not given)
30: CC(C)OC(=O)Nc1ccccc1

entry no.,25,26,27,28,29,30
RPMI-8226,104,97,106,117,99,99
MDA-MB-435,.,93,117,101,110,105
K-562,.,95,115,105,94,109
HOP-62,97,94,97,97,96,93
CCRF-CEM,107,37,108,108,93,117
MDA-MB-468,99,28,100,92,105,.
SR,.,4.2*,.,.,81,114
MOLT-4,.,37,107,105,94,116

31: O=[N+]([O-])c1ccc(CCl)cc1
32: COc1cc2nc(Sc3nnc(N)s3)n(-c3ccccc3)c(=O)c2cc1OC
33: Cc1ccc(S(=O)(=O)F)cc1Cl
34: O=C1C2C(C(=O)[N]1[Hg][c]1ccccc1)C1(Cl)C(Cl)=C(Cl)C2(Cl)C1(Cl)Cl (stereo not given)
35: O=S(=O)(O)c1cccc2ccccc12
36: CCN1CC2(CN(CC)C1=S)C(=O)NC(=O)NC2=O

entry no.,31,32,33,34,35,36
RPMI-8226,116,94,99,-41*,102,100
MDA-MB-435,104,96,98,-78*,107,103
K-562,92,104,103,4.4*,101,87
HOP-62,.,99,107,47,107,90
CCRF-CEM,110,110,91,-24*,99,101
MDA-MB-468,111,90,.,-73*,99,116
SR,97,111,103,-24*,97,114
MOLT-4,102,97,108,-2.8*,98,107

37: CCCCCCN1CC1
38: Cc1ccc(N2CCNCC2C)cc1 (stereo not given)
39: O=C(NC([Se])=NC1CCCCC1)c1ccc2c(c1)OCO2
40: COc1ccc2c(c1)C(c1ccc(N(CCCl)CCCl)cc1)=NCC2
41: O=C(O)CCCOc1cc(Cl)c(Cl)cc1Cl
42: CCC1CN(c2ccccc2)CCN1 (stereo not given)

entry no.,37,38,39,40,41,42
RPMI-8226,101,111,63,.,134,115
MDA-MB-435,98,101,86,84,109,112
K-562,101,106,74,32,112,111
HOP-62,96,106,23,86,108,104
CCRF-CEM,100,97,35,65,123,115
MDA-MB-468,98,103,77,50,.,116
SR,98,106,60,53,108,.
MOLT-4,98,93,56,69,117,122

43: CC(=O)CC(c1ccc2c(c1)OCO2)c1c(O)c2ccccc2oc1=O (stereo not given)
44: COc1ccc(-n2c(SC)nc3cc(OC)c(OC)cc3c2=O)cc1
45: c1ccc2nc(N3CCNCC3)ccc2c1
46: C/C(=C(\c1ccc(OCCN2CCOCC2)cc1)c1ccc(OC(=O)Cc2ccccc2)cc1)c1ccc(Cl)cc1
47: O=C(CCCCCNC1=CC(=O)c2ccccc2C1=O)NCCC[Te]c1ccccc1
48: CNc1ccc([N+](=O)[O-])cc1[N+](=O)[O-]

entry no.,43,44,45,46,47,48
RPMI-8226,98&100,93,105,58,10,96
MDA-MB-435,112&112,100,98,91,-16*,106
K-562,94&115,100,103,7.1*,33,103
HOP-62,99&115,99,98,99,-51*,89
CCRF-CEM,98&84,93,121,85,-15*,100
MDA-MB-468,97,98,107,79,.,102
SR,99&93,103,.,114,38,103
MOLT-4,102&91,101,82,56,30,97

49: CC(=O)O[C@H]1CC[C@]2(C)[C@H]3CC[C@@H]4[C@H]5[C@H](C)[C@@]6(C)OC(=O)[C@]5(CC[C@@]4(C)[C@]3(C)CC[C@H]2C1(C)C)C[C@@H]6C1(C)OOC2(CCCCC2)OO1
50: C/C(=N/OC(=O)N(C)C)c1ccc(Cl)c(Cl)c1
51: CCN(CCCl)CCOC(c1ccccc1)c1ccccc1
52: Cc1ccc(NC2=NCCS2)cc1Cl
53: O=[N+]([O-])CC(c1cccs1)c1c(-c2ccccc2)[nH]c2ccccc12 (stereo not given)
54: O=C(CCN1CC1)OC1CCCCC1

entry no.,49,50,51,52,53,54
RPMI-8226,107,89,95,92,73,79
MDA-MB-435,98,106,100,93,74,107
K-562,92,120,103,100,44,115
HOP-62,100,107,104,103,80,110
CCRF-CEM,115,98,101,97,79,.
MDA-MB-468,100,120,113,108,63,100
SR,98,75,90,.,50,113
MOLT-4,100,86,97,100,72,110

Retrieved by structure from the entries so far, 4 records:
51: CCN(CCCl)CCOC(c1ccccc1)c1ccccc1
8: COc1ccc(/C(C)=N\OC(=O)N(C)C)c(OC)c1
24: NC(CSCc1ccc(N(CCCl)CCCl)cc1)C(=O)O (stereo not given)
37: CCCCCCN1CC1

entry no.,51,8,24,37
RPMI-8226,95,97,97,101
MDA-MB-435,100,101,98,98
K-562,103,94,99,101
HOP-62,104,88,108,96
CCRF-CEM,101,93,.,100
MDA-MB-468,113,107,93,98
SR,90,91,55,98
MOLT-4,97,87,75,98

An excerpt of these results, with two lines to a compound:
The line under a structure holds: RPMI-8226 | MDA-MB-435 | K-562 | HOP-62 | CCRF-CEM | MDA-MB-468 | SR | MOLT-4
(52) Cc1ccc(NC2=NCCS2)cc1Cl
    92 | 93 | 100 | 103 | 97 | 108 | . | 100
(54) O=C(CCN1CC1)OC1CCCCC1
    79 | 107 | 115 | 110 | . | 100 | 113 | 110

The list continues:
55: OC(c1ccc(Cl)cc1)C(c1ccccc1)N1CCCCC1 (stereo not given)
56: Cc1cccc(C#N)c1
57: CN1CCN(C(=O)OC2c3nccnc3C(=O)N2c2ccc(Cl)cn2)CC1 (stereo not given)
58: COC(=O)[C@@H](C)C[C@H](Cc1ccccc1)NC(=O)c1cccc([C@@H](C[C@H](C(C)C)N(C)C(=O)[C@@H](NC(=O)[C@H]2CCCCN2C)C2CC2)OC(C)=O)n1
59: O=C1CCC(=O)N1SC(Cl)(Cl)Cl
60: CCN(CCCl)/N=N/c1nc2c([nH]1)c(=O)n(C)c(=O)n2C

entry no.,55,56,57,58,59,60
RPMI-8226,93,99,103,25,108,111
MDA-MB-435,98,104,101,-25*,102,105
K-562,103,99,100,6.2*,95,99
HOP-62,89,100,107,3.3*,113,84
CCRF-CEM,101,100,130,16,95,111
MDA-MB-468,99,101,98,35,116,99
SR,94,92,.,15,95,92
MOLT-4,103,96,101,15,90,93

61: O=[N+]([O-])/C=C/c1ccc([N+](=O)[O-])cc1
62: Cc1ccc2c(C)cccc2c1
63: CC(/C=N/N=C(N)N)=N/N=C(N)N
64: CCCCOCCOP(=O)(OCCOCCCC)OCCOCCCC
65: Cc1c2cc(Cl)c3ccccc3c2c[n+]2ccccc12
66: CC(C)(c1ccc(O)c(Cl)c1)c1ccc(O)c(Cl)c1

entry no.,61,62,63,64,65,66
RPMI-8226,-52*!,108,96,115,.,81
MDA-MB-435,-49*!,105,100,101,65,102
K-562,5.6*!,110,82,88,.,105
HOP-62,107&69,101,81,92,12,83
CCRF-CEM,35,108,90,110,36,99
MDA-MB-468,78,98,94,91,-71*,90
SR,3.6*!,95,78,99,-12*,95
MOLT-4,48&47,104,101,92,1.5*,101

67: CCC1CCC(C)N(N=O)C1 (stereo not given)
68: CCCCCCCCCCCCCCCC(=O)P(=O)(OCC)OCC
69: CC1(C)N=C(N)N=C(N)N1c1cccc(C(=O)Nc2cccc(S(=O)(=O)F)c2)c1
70: O=C1NC(=O)C(O)(C2(O)C(=O)NC(=O)NC2=O)C(=O)N1
71: Clc1cccc(Cl)c1CBr
72: C#CCCCN(CCNc1ccnc2cc(Cl)ccc12)C(=O)CCC(=O)O[C@@H]1O[C@@H]2OC3(C)CC[C@H]4[C@H](C)CC[C@@H]([C@H]1C)[C@@]24OO3

entry no.,67,68,69,70,71,72
RPMI-8226,107,103,95,76,101,25
MDA-MB-435,.,106,98,108,105,21
K-562,104,102,118,88,101,13
HOP-62,96,103,105,98,99,59
CCRF-CEM,102,103,97,70,96,24
MDA-MB-468,106,108,95,100,109,-3.4*
SR,115,94,104,95,.,-22*
MOLT-4,99,103,112,85,97,-4.6*

73: CN(C)[C@@H]1C(=O)C(C(N)=O)=C(O)[C@@]2(O)C(=O)C3=C(O)c4c(O)cccc4[C@@](C)(O)[C@H]3C[C@@H]12
74: CC1(C)N=C(N)N=C(N)N1c1ccc(CCCCc2ccc(S(=O)(=O)F)cc2)cc1
75: CCOP(=O)(OCC)C(C)OC (stereo not given)
76: CC[C@]12C=CCN3CC[C@@]4(c5ccc(OC)cc5N(C)[C@H]4[C@@](O)(C(=O)OC)[C@@H]1OC(=O)CCC[P+](C1CCCCC1)(C1CCCCC1)C1CCCCC1)[C@@H]32
77: S=P(NC1CCCCC1)(NC1CCCCC1)NC1CCCCC1
78: N#C[Se]Cc1cc(-c2ccccc2)n(-c2ccc(S(N)(=O)=O)cc2)n1
79: CC[C@@H]1[C@@H](CCCCCC[C@]2(C)C[C@@](C)(CC(=O)OC)OO2)[C@@H]2[C@H]1[C@]1(C)C=C[C@H]2OO1

entry no.,73,74,75,76,77,78,79
RPMI-8226,92,15,98,-43*,110,-33*,112
MDA-MB-435,95,19,113,-80*,101,-29*,106
K-562,81,20,107,3.3*,110,4.3*,95
HOP-62,91,32,97,4.3*,99,-87*,100
CCRF-CEM,91,23,100,-41*,104,-16*,114
MDA-MB-468,88,-3.5*,105,-80*,102,-66*,95
SR,95,38,103,29,101,-32*,137
MOLT-4,93,25,98,2.3*,101,-28*,103
